M. tuberculosis: growth inhibition of non-replicating M. tuberculosis (AID 488890). Mycobacterium tuberculosis non-replicating, growth inhibition; higher % means a stronger effect. inhibition, % at 25 µM, or IC50 in µM where a hit was titrated. 0.39% of 320,000 active; in the data active means a potency from the dose series; inconclusive means inhibition mostly from about 82% at the one dose, without a potency; inactive means the rest, 99 in 100 with inhibition below about 76%;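 further: plate controls were DMSO cells for no effect and high antibiotic wells for full effect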
influenza NS1A: H1N1 influenza NS1A inhibitors, functional cell based assay (AID 504329); inhibition, % at 12.5 µM, or IC50 in µM where a hit was titrated; 0.3% of 340,000 active; NS1A functional cell-based assay, percent inhibition; higher % means a stronger effect; in the data active means a potency from the dose series; inconclusive means inhibition above about 27% without an active follow-up result; further: strong numbers were not always called active
M. tuberculosis HTS: M. tuberculosis growth inhibition, HTS (AID 449762) | M. tuberculosis H37Rv growth inhibition, 7H9 media; higher % means a stronger effect | inhibition, % at 25 µM, or IC50 in µM where a hit was titrated | 0.59% of 330,000 active; in the data active means a potency from the dose series; inconclusive means inhibition above about 70% without an active follow-up result;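 further: bacterial growth assessed after seven days of incubation; strong numbers were not always called active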
Salmonella PhoP GFP: PhoP regulon inhibitors, Salmonella typhi PhoP promoter GFP reporter, confirmatory (AID 1850); inhibition, % at 50 µM; hits with a dose series show IC50 in µM; Salmonella Typhi PhoP-promoter GFP reporter, fluorescence, 4 h; higher % means a stronger effect; 0.33% of 310,000 active; in the data active means a potency from the dose series; inconclusive means inhibition mostly from about 25% at the one dose, without a potency; inactive means the rest, 99 in 100 with inhibition below about 19%;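 further: 0% = induced wells with vehicle and 100% = uninduced wells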
VEEV TC-83 Vero: inhibitors of VEEV TC-83 cytopathic effect, confirmation, Vero cells (AID 588727) | Vero cells, VEEV TC-83 cytopathic effect inhibition; higher % means a stronger effect | inhibition, % at 20 µM; hits with a dose series show IC50 in µM | 0.13% of 350,000 active; in the data active means a potency from the dose series; inconclusive means inhibition mostly from about 14% at the one dose, without a potency; inactive means the rest, 99 in 100 with inhibition below about 12%; further: strong numbers were not always called active
VEEV TC-83 Vero 10K pilot screen: recorded beside VEEV TC-83 Vero, whose call it bears; inhibition, %; measured here: 10K pilot screen inhibition
Numbers without * were called inactive; i = inactive; ? = inconclusive; . = not tested or not shown. Not a hit list; about 1.5% have a hit in one of these screens.

SMILES	M. tuberculosis	influenza NS1A	M. tuberculosis HTS	Salmonella PhoP GFP	VEEV TC-83 Vero	others
COCCn1c(SCC(=O)c2ccccc2)nc2ccccc2c1=O	8.8%	.	11.0%	2.3%	8.8%
C(=NC12CN3CN(CN(C3)C1)C2)c1cccs1	-10.0%	-2.5%	5.1%	-7.6%	i
Cc1ccc(-n2nc(-c3ccc(N)cc3)cc2N)cc1	8.0%	6.2%	3.1%	-9.6%	0.5%
Cc1nn(CC(=O)NCCCN2CCN(Cc3ccccc3)CC2)c(=O)c2cc(-c3ccccc3)nn12	27.2%	7.2%	0.8%	-2.2%	i
C=CC[C@H]1CC(C)=C[C@H](CC=C)N1	-2.0%	-2.1%	-5.5%	2.0%	0.1%
COc1ccc2[nH]c3c(c2c1)CCN1C(=O)C(CC(=O)NCCCn2ccnc2)C[C@H](C(=O)N2CCOCC2)[C@@]31C (stereo partly drawn)	.	-0.7%	.	.	0.8%
O=C(Cn1nc(C(F)(F)F)c2c1CCCC2)N1CCOCC1	0.2%	2.0%	-6.0%	-4.9%	1.7%
COc1ccc(C(=O)Nc2ccccc2C(=O)Nc2cccnc2)cc1	11.9%	-0.5%	-0.9%	-3.2%	4.6%
C(=N\Nc1ccc(-n2ccnc2)nn1)/c1ccccc1	1.5%	-13.9%	5.2%	-5.6%	0.8%	VEEV TC-83 Vero 10K pilot screen=0.4
O=C(CN1C(=O)C2CCCCC2C1=O)N1CCN(c2ccccc2)CC1 (stereo not drawn)	16.2%	-8.4%	0.5%	-4.3%	i
CCOc1cc(/C=C2/N=C(c3ccc4c(c3)OCO4)OC2=O)ccc1OC(C)=O	?	-4.8%	?	.	7.9%
c1ccc(CCNCc2cccs2)nc1	.	-3.2%	.	.	0.3%
CCOc1ccc(NC(=S)Nc2ccccc2C2CC2)cc1	?	6.2%	?	1.3%	1.0%
Cc1ccc(Br)cc1S(=O)(=O)N1CCN(c2ccccc2)CC1	23.7%	-19.6%	6.8%	-6.6%	4.3%
Cc1cnc(NC(=O)c2cccs2)s1	?	-11.5%	5.8%	-0.8%	i

Quoted at random: 3 compounds from above.
SMILES	M. tuberculosis	influenza NS1A	M. tuberculosis HTS	Salmonella PhoP GFP	VEEV TC-83 Vero	others
Cc1ccc(-n2nc(-c3ccc(N)cc3)cc2N)cc1	8.0%	6.2%	3.1%	-9.6%	0.5%
c1ccc(CCNCc2cccs2)nc1	.	-3.2%	.	.	0.3%
CCOc1cc(/C=C2/N=C(c3ccc4c(c3)OCO4)OC2=O)ccc1OC(C)=O	?	-4.8%	?	.	7.9%

Later entries:
SMILES	M. tuberculosis	influenza NS1A	M. tuberculosis HTS	Salmonella PhoP GFP	VEEV TC-83 Vero	others
Cn1c(C(=O)N2CCCC2)cc2c(=O)n(C)c3ccccc3c21	.	-4.0%	.	.	6.0%
Cc1ccc(C(=O)N2CCOCC2)cc1S(=O)(=O)N1CCCC1	-8.1%	-11.6%	-1.3%	-5.2%	2.6%
COc1ccc(/C(C)=N/NC(=O)C(NC(=O)c2ccccc2)c2n[nH]c(=O)c3ccccc23)c(OC)c1 (stereo not drawn)	-2.7%	-18.1%	6.7%	0.8%	2.9%
Cc1ccc(C(=O)N/N=C/C2=Cc3ccccc3OC2C)cc1 (stereo not drawn)	26.5%	-6.0%	49.2%	2.1%	4.2%
CCC(CC)COC(=O)C1=C(C)NC(=O)NC1c1ccc(OC)cc1 (stereo not drawn)	7.5%	-23.0%	-0.5%	-2.0%	0.2%
C=CCN(C(=O)c1csnn1)C(C(=O)NC1CCCC1)c1ccc(OC)cc1 (stereo not drawn)	9.9%	5.1%	3.4%	5.7%	i
COc1ccc(C(=O)N(CC(=O)Nc2sc(C)c(C)c2C(N)=O)C2CCCC2)cc1	11.7%	-7.9%	-3.2%	3.3%	0.1%
N#CCSc1ncccc1-c1nc2ccccc2[nH]1	-0.3%	1.9%	0.2%	-4.3%	0.2%
O=C(c1ccc(Cl)c(S(=O)(=O)N2CCCCCC2)c1)N1CCCCC1	27.3%	-3.3%	10.4%	-6.7%	0.4%
Cn1cccc1Cc1nnc(SCC(=O)Nc2ccc3c(c2)OCCO3)n1CCc1ccccc1	15.2%	9.7%	-3.2%	-4.2%	5.5%
O=C1c2ccccc2C(=O)N1CSc1nnnn1-c1ccccc1	3.5%	-12.7%	-4.0%	-1.8%	i
Cc1ccc(OC(=S)Nc2ccc(O)cc2)cc1	62.2%	-3.2%	2.7%	?	7.2%
Cc1ccc(-n2nnnc2-c2cnn(-c3ccc(F)cc3)c2C(F)(F)F)cc1	0.5%	1.6%	4.8%	-7.7%	1.5%
O=C(Nc1nnc(CCN2CCCCC2)s1)c1ccc(Br)cc1	3.1%	-7.4%	-8.8%	-0.8%	0.2%
O=C(CCc1ccccc1)Nc1cc2c(cc1C(=O)O)OCCCO2	6.3%	5.2%	2.6%	.	1.4%
Cc1ccc2oc(=O)c3cnn(CC(=O)N(CCN(C)C)Cc4ccco4)c3c2c1	-22.5%	6.4%	-9.6%	-1.3%	2.6%
COc1ccccc1NS(=O)(=O)c1cccc(C(=O)NCC2(N(C)C)CCCCC2)c1	-0.7%	-3.3%	2.5%	-8.1%	2.0%
Cc1ccc(C(=O)N2CCN(c3ccc([N+](=O)[O-])cc3)CC2)o1	17.2%	-2.2%	-4.0%	0.8%	1.0%
CCn1c(CNc2ccc(Cl)cc2)nnc1SCc1ccc(C)cc1	52.9%	1.4%	-8.4%	-2.7%	2.8%
CCOc1ccc(C(=O)N2CCN(c3ccccc3)CC2)cc1	4.0%	.	-4.1%	-1.8%	0.9%
CCOC(=O)c1cccc(NC(=O)CCc2nnc3ccc(N4CCCCC4)nn23)c1	-5.0%	2.6%	-4.6%	0.9%	0.2%
COC(=O)c1cn(NC(=O)/C=C/c2cc(OC)ccc2OC)c(=O)c2ccccc12	-6.5%	33.0%	0.8%	3.9%	1.7%
CCN(CC)C(=O)/C(=C/c1cccc([N+](=O)[O-])c1)NC(=O)c1ccco1	-8.0%	0.2%	-1.6%	0.3%	1.6%
O=C(O)Cn1cc2c(n1)CCCC2	9.4%	-9.4%	3.4%	7.5%	1.6%
Cc1ccc(NC(=O)C2CCCN2C(=O)Oc2ccccc2)cc1C (stereo not drawn)	6.3%	-6.2%	4.8%	-0.4%	3.1%
COc1c(C(=O)NCCSC(C)(C)C)ccc2ccccc12	17.1%	-2.1%	-3.9%	3.9%	i
CC1CCCCN1C(=O)Cn1cnc2c1c(=O)n(C)c(=O)n2C (stereo not drawn)	-15.2%	8.9%	3.2%	1.2%	i
CC(NC(=O)NC(=O)c1ccc(Cl)cc1Cl)C1CC1 (stereo not drawn)	4.9%	1.8%	4.0%	-10.0%	i
COc1ccc(C(=O)NCC(C)(C)N2CCOCC2)cc1S(=O)(=O)N1CCCC1	-3.7%	-7.0%	-3.7%	.	2.0%
Nc1cc(=O)[nH]c(SCC(=O)Nc2nc3ccc([N+](=O)[O-])cc3s2)n1	9.9%	.	-0.8%	2.7%	.
Cc1ccc(NC(=O)COc2ccc(N(C)S(=O)(=O)c3ccc(F)cc3)cc2)cc1	22.8%	-13.5%	-3.5%	.	0.5%
CC(=O)Nc1ccc(OCC(O)Cn2c(C(C)C)nc3ccccc32)cc1 (stereo not drawn)	5.0%	-5.7%	-4.7%	-9.5%	1.4%
Cc1nc2ccc(NC(=O)c3cnc(Cl)c(Cl)c3)cc2s1	21.1%	-9.3%	39.2%	7.7%	4.7%
Cc1ccc(NC(=O)CN2C(=O)S/C(=C\c3cc(C)n(-c4ccc(C(=O)O)cc4)c3C)C2=O)cc1	0.8%	1.5%	2.6%	-2.9%	0.1%
COc1ccc(C2c3[nH]c4ccccc4c3CCN2C(=O)Cc2nonc2C)c(F)c1 (stereo not drawn)	13.4%	-17.4%	8.3%	16.3%	6.0%
O=C(NCCNS(=O)(=O)c1ccc(Cl)cc1)c1cc(OCC(F)(F)F)ccc1OCC(F)(F)F	-1.1%	8.6%	1.9%	0.8%	i	VEEV TC-83 Vero 10K pilot screen=0.0
CCOC(=O)CSc1nnc(CNC(=O)c2cccs2)n1-c1cccc(C)c1	.	12.9%	-3.5%	6.6%	2.9%
Brc1cccc(OCCCN2CCCCCC2)c1	14.0%	-0.8%	1.0%	11.8%	0.1%
CC(C)Sc1nc(N)nc(-c2cccs2)c1C#N	18.8%	-2.1%	11.0%	-3.0%	6.1%
CCN(CC(=O)NC(=O)Nc1ccccc1F)Cc1ccccc1	6.1%	-9.5%	6.2%	-3.5%	4.8%
Cc1nn(-c2ccc([N+](=O)[O-])cc2)c(N)c1-c1ccccc1	-1.9%	0.7%	0.6%	9.5%	5.5%
CCCN(CC(=O)Nc1ccccc1C)C(=O)c1ccc2[nH]c3c(c2c1)CC(C)CC3 (stereo not drawn)	46.8%	-13.4%	-1.5%	.	8.8%
N/C(=N/O)C(c1ccccc1)c1ccccc1	-15.8%	-10.9%	2.0%	-7.2%	0.9%
COc1ccc(NC(=O)C(c2ccc(OC)cc2)N(C)C(=O)CNC(C)=O)cc1 (stereo not drawn)	-8.6%	-10.2%	-2.7%	0.7%	1.8%
O=S(=O)(NCc1csc(-c2ccccc2)n1)c1ccc(Cl)s1	12.2%	30.4%	3.5%	4.5%	0.7%

Sorted by length of the SMILES (rising): part of the list above
SMILES	M. tuberculosis	influenza NS1A	M. tuberculosis HTS	Salmonella PhoP GFP	VEEV TC-83 Vero	others
C=CC[C@H]1CC(C)=C[C@H](CC=C)N1	-2.0%	-2.1%	-5.5%	2.0%	0.1%
Cc1nc2ccc(NC(=O)c3cnc(Cl)c(Cl)c3)cc2s1	21.1%	-9.3%	39.2%	7.7%	4.7%
COc1ccccc1NS(=O)(=O)c1cccc(C(=O)NCC2(N(C)C)CCCCC2)c1	-0.7%	-3.3%	2.5%	-8.1%	2.0%

The list goes on.
SMILES	M. tuberculosis	influenza NS1A	M. tuberculosis HTS	Salmonella PhoP GFP	VEEV TC-83 Vero	others
Cc1nc2c(C(=O)NCCc3ccccc3)c[nH]n2c(=O)c1Cl	23.8%	5.3%	-10.4%	-11.7%	1.7%
CC(=O)NS(=O)(=O)c1ccc(NS(=O)(=O)c2ccc(F)cc2)cc1	77.9%	-25.8%	-2.9%	-11.0%	0.2%
CC(=O)Nc1ccc(S(=O)(=O)Nc2nc3ccccc3nc2-n2ccc(=NC(=O)c3ccccc3)cc2)cc1	-3.3%	.	-2.1%	-1.4%	2.1%
O=C(Nc1ccc(F)cc1)N1CCC(c2nc3c(nnn3Cc3cccc(Cl)c3)c(=O)[nH]2)CC1	59.5%	5.6%	?	4.3%	i	VEEV TC-83 Vero 10K pilot screen=3.2
COc1ccc2[nH]c(C)c(CCNc3ccc(C(F)(F)F)cc3[N+](=O)[O-])c2c1	9.7%	4.5%	-2.1%	-1.5%	2.5%
CC(C)CN(C(=O)CSc1nc2ccccc2c(=O)[nH]1)c1c(N)n(CC(C)C)c(=O)[nH]c1=O	5.8%	-2.1%	1.6%	.	1.5%
O=C(NCc1ccccc1Cl)C1CCCN(S(=O)(=O)c2cccc3nonc23)C1 (stereo not drawn)	-4.4%	-6.0%	1.5%	-11.2%	5.4%
CCOC(=O)C(=CNc1ncccc1C)C(=O)OCC	-2.4%	-2.2%	6.4%	4.1%	i
C=CCn1c(-c2cccc(S(=O)(=O)N(CC)CC)c2)n[nH]c1=S	-7.9%	5.9%	1.5%	4.2%	1.2%
O=C1CC(=O)N(c2ccccc2)N1c1ccccc1	28.5%	-1.6%	-3.7%	-7.1%	0.1%
O=C(C[C@H]1C/C=C\CC[C@@H](Cc2ccc(F)cc2)C(=O)OCCNC1=O)NCCO	-2.0%	-1.6%	-1.7%	.	0.1%
CCOc1ccccc1CN1CCNC(=O)C1CC(=O)NC1CCCCCC1 (stereo not drawn)	19.3%	-5.9%	10.0%	-15.8%	1.7%
CC(Nc1nc(-c2ccccc2)nc2ccccc12)c1ccccc1 (stereo not drawn)	.	8.7%	34.1%	18.0%	0.8%
CCC1CCCCN1C(=O)c1cc(S(=O)(=O)N2CCOCC2)ccc1C (stereo not drawn)	8.5%	-2.1%	5.6%	.	i
Cc1ccc(NC(=O)Nc2ccc(Cl)cn2)cc1	.	-0.1%	.	.	4.3%
COc1ccc(NC(=O)CSc2nc3nc(C)cc(C)n3n2)cc1	-4.7%	1.7%	2.5%	5.8%	2.5%
O=C(NN/C(=N/S(=O)(=O)c1ccc(Cl)cc1)c1ccccc1)c1cccc(Cl)c1	75.2%	3.2%	-6.6%	-3.3%	0.9%
COc1ccc(NC(=O)CCn2nnc(-c3ccc(C)cc3)n2)cc1OC	46.9%	0.1%	-5.0%	1.0%	0.1%

High-throughput results (PubChem)
